Assay outcomes: PubChem BioAssay, Sanford-Burnham Center for Chemical Genomics
MPTP inh – mitochondrial permeability transition pore inhibitors, primary screen, biochemical, isolated mouse mitochondria, absorbance | Ca2+ swelling absorbance, 30 min | inhibition, % at 10 µM | 1.4% of 360,000 active | AID 602449, 2012;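 active means inhibition of 50% or more, scaled per plate between neutral and stimulator controls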;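 further: 0% = DMSO wells given calcium and 100% = 1 mM EGTA wells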
mIAP act – activators of mouse IAP, primary screen, biochemical, luminescence, uHTS. 0.24% of 330,000 active. intestinal alkaline phosphatase [Mus musculus]. activation factor at 10 µM. muIAP, CDP-Star luminescence, 30 min; hits give high values; 1 = vehicle-only enzyme signal, 0 = enzyme-free wells;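 active means activation factor of at least 2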; further: the source names both 10 and 20 µM as test concentration; values of inactives mirror those of a sister screen read the other way
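Assay system: mouse IAP enzyme / Compound: DMSO-dissolved test compounds / Timing: 30 min, room temperature / Measured by: luminescence from enzymatic CDP-Star hydrolysis / Control set: DMSO-only wells, enzyme-free buffer wells as negative control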
A3G deaminase – APOBEC3G DNA deaminase inhibitors, primary screen, biochemical, fluorescence, single-stranded DNA substrate, uHTS | AID 493012, 2011 | inhibition, % at 20 µM | 0.28% of 330,000 active | recombinant A3G, ssDNA deamination FAM/TAMRA fluorescence | DNA dC->dU-editing enzyme APOBEC-3G (Homo sapiens), Q9HC16;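 active means inhibition of at least 40% at 20 µM, with no more than 30% in the related APOBEC3A deaminase screen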;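 further: plate controls were DMSO wells with A3G for no effect and wells lacking A3G enzyme for full effect; some compounds called inactive have numbers as strong as hits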
hIAP inh – human IAP inhibitors, primary screen, biochemical, luminescence, uHTS | Intestinal-type alkaline phosphatase (Homo sapiens), P09923 | purified IAP, CDP-Star luminescence, 30 min | inhibition, % at 10 µM | 0.12% of 330,000 active;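 active means inhibition reaching a set limit with compound at 10 µM in the primary screen, cut at about 35% in these data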;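 further: plate controls were DMSO wells with enzyme for no effect and no-enzyme buffer wells for full effect; values of inactives mirror those of a sister screen read the other way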
Target sequence (P09923 whole entry, looked up): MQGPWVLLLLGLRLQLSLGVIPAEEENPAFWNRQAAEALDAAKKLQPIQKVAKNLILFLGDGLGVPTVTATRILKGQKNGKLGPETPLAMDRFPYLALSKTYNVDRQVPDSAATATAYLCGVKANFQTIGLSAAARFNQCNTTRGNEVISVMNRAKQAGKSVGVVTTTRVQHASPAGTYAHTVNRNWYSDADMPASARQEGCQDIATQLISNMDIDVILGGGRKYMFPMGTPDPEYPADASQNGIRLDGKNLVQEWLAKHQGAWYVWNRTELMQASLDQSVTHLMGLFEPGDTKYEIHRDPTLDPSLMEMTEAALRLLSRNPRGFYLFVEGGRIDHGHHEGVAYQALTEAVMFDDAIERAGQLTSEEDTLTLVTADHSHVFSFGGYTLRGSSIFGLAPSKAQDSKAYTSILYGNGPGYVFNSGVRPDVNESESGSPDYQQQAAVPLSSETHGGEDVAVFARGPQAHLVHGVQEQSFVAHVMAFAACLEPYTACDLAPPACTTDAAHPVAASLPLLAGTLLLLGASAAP
hIAP act – human IAP activators, primary screen, biochemical, luminescence, uHTS; Intestinal-type alkaline phosphatase (Homo sapiens), P09923; purified human IAP, CDP-Star luminescence, 30 min; hits give high values; 1 = vehicle-only enzyme, 0 = enzyme-free background; activation factor at 10 µM; 0.16% of 330,000 active; AID 2524, 2010;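 active means activation factor of the enzyme at least 2-fold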; further: the source names both 10 and 20 µM as test concentration; values of inactives mirror those of a sister screen read the other way
MIN6 prolif – inducers of MIN6 beta-cell proliferation, primary screen, ATP luminescence, uHTS; MIN6 cells proliferation, ATPlite luminescence, 48 h; cells starved in 0.2% serum; 100% = growth in 10% serum; proliferation, % at 10 µM; 0.29% of 330,000 active;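 active means compounds whose signal lies at least 3.5 SD above the mean of all wells on their plate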;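 further: 0% = DMSO-treated cells in low-serum medium and 100% = 10% serum control; some compounds called inactive have numbers as strong as hits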
NR3A LBD binder – binders of NR3A ligand-binding domain, primary screen, biophysical, differential scanning fluorimetry, uHTS | Tm shift relative to glycine control, % at 25 µM | NR3A LBD differential scanning fluorimetry, Tm shift; 0% = protein alone, 100% = glycine-bound protein | 2.5% of 340,000 active;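 active means melting temperature shift of at least 10% of the positive control shift, at one fixed dose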
mIAP inh – inhibitors of mouse IAP, primary screen, biochemical, luminescence, uHTS | purified mouse IAP, CDP-Star luminescence, 30 min | intestinal alkaline phosphatase [Mus musculus] | inhibition, % at 10 µM | 0.2% of 330,000 active;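 active means inhibition of at least 40% at 10 µM in the primary screen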;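 further: plate controls were DMSO with enzyme for no effect and no enzyme wells for full effect; values of inactives mirror those of a sister screen read the other way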
APOBEC3A inh – APOBEC3A ssDNA deaminase inhibitors, primary screen, selectivity assay for APOBEC3G inhibitor project, biochemical, FAM/TAMRA oligo cleavage fluorescence | DNA dC->dU-editing enzyme APOBEC-3A (Homo sapiens), P31941 | recombinant A3A, FAM/TAMRA ssDNA deamination fluorescence | inhibition, % at 20 µM | 0.41% of 330,000 active;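 active means at least 40% inhibition at 20 µM here, with at most 30% in a related deaminase screen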;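 further: plate controls were A3A with DMSO for no effect and wells lacking A3A enzyme for full effect; some results filed as inactive read as strong as hits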
Target sequence (P31941 whole entry, looked up): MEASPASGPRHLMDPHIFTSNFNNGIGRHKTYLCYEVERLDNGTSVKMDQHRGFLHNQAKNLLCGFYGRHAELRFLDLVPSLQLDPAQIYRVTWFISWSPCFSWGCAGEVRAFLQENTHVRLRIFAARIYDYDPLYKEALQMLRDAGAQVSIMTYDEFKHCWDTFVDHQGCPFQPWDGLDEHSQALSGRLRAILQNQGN
Numbers without * were called inactive.

SMILES	MPTP inh	mIAP act	A3G deaminase	hIAP inh	hIAP act	MIN6 prolif	NR3A LBD binder	mIAP inh	APOBEC3A inh
COc1ccc(-n2ccc(-c3nn(-c4cccc(C(F)(F)F)c4)ccc3=O)n2)cc1	-2.8	0.99	-4	6	0.94	-1	-2	1	-1
O=C(NC(=S)Nc1ccc(S(=O)(=O)Nc2nccs2)cc1)c1ccccc1F	0.3	1	-3	4	0.96	0	-7	-2	0
CS(=O)(=O)N1CCC(C(=O)N2CCN(C(c3ccccc3)c3ccccc3)CC2)CC1	-0.3	0.97	-9	0	1	-3	-1	3	-3
CCCCOc1ccc(C(=O)N/C(=C\c2cccc([N+](=O)[O-])c2)C(=O)OCc2ccco2)cc1	6.6	0.86	-2	22	0.78	-2	-3	14	-2
CC(C)/C=N/Nc1nc2c(c(=O)n(C)c(=O)n2C)n1C	1.2	1.1	-6	-8	1.1	-3	1	-6	-3
CC(C)=C(NC(=O)c1ccccc1)C(=O)N1CCOCC1	-1.4	1.1	-7	-10	1.1	-1	1	-10	-4
CC1CCCc2sc3nc(N4CCN(CCO)CC4)n4ncnc4c3c21 (centres undefined)	-1.0	1	1	-3	1	-2	-1	-2	4
CC(C#N)Sc1nc2ccccc2c(=O)n1-c1ccccc1 (centres undefined)	-0.7	1	2	-7	1.1	-1	3	-5	0
NNC(=O)c1ccc(COc2ccc3ccccc3c2)o1	5.9	1.1	-7	-14	1.1	-3	-1	-5	-5
Cc1nc(SCC#N)c2c(C)c(C)sc2n1	1.3	0.88	-3	1	0.99	-1	1	12	0
COc1ccc(N2CCN(C(CNC(=O)C(C)(C)C)c3cccnc3)CC2)cc1 (centres undefined)	0.0	1	-8	-12	1.1	5	-1	-5	-1
COc1cnn(C(C)(C)C)c(=O)c1Cl	-1.2	0.91	-8	19	0.81	-3	2	9	-5
C/C=C/c1ccc(OCC(=O)Nc2cc(OC)c(OC)c(OC)c2)c(OC)c1	0.3	1.2	-1	-5	1.1	-2	-2	-19	0
COC(=O)/C=C/C(=O)Nc1cccc(C(F)(F)F)c1	2.6	1.1	-8	5	0.95	-5	-2	-10	-6
CCOC(=O)CNC(=S)n1ncnc1N	0.5	1	-5	-30	1.3	1	1	-1	-2
CSc1nsc(SC)c1C(=O)Nc1ccc(C)cc1	13	1	0	-23	1.2	-6	-1	-4	3
CC(=O)c1c(C)[nH]c(C(=O)Nc2ccc(F)cc2F)c1C	0.3	0.97	-10	17	0.83	4	3	3	-28
CCCCCn1c(Sc2ncccn2)nc2c1c(=O)[nH]c(=O)n2C	-2.8	1	-9	-23	1.2	-1	-1	-4	-3
Cc1cccc(NC(=O)CCC(=O)Nc2nnc(C(F)(F)F)s2)c1	8.9	0.89	-5	-6	1.1	4	-15	11	1
CC12CCC(C(=O)N3CCN(C(c4ccccc4)c4ccccc4)CC3)(OC1=O)C2(C)C (centres undefined)	-0.7	0.98	-7	-14	1.1	-3	5	2	-2
CCN(CC)C(=O)C(=O)N/N=C/c1cccc(Br)c1	-2.4	1	-3	10	0.9	-3	-2	-4	0
COc1cccc(OC)c1C(=O)Nc1cccc(C(C)=O)c1	0.9	1	0	4	0.96	-1	-1	-2	2
COc1ccc(C(=O)Nc2cccc(C(=O)O)c2)cc1S(=O)(=O)N1CCCC1	-0.4	0.92	-9	13	0.87	-1	0	8	-8
CCCCNC(=S)N1CCN(c2nc3ccccc3s2)CC1	2.6	1.3	-5	-2	1	-3	-3	-26	-9

One compound at a time, from the list above. Order of screens: MPTP inh, mIAP act, A3G deaminase, hIAP inh, hIAP act, MIN6 prolif, NR3A LBD binder, mIAP inh, APOBEC3A inh
Record of COC(=O)/C=C/C(=O)Nc1cccc(C(F)(F)F)c1 : 2.6, 1.1, -8, 5, 0.95, -5, -2, -10, -6
Record of CSc1nsc(SC)c1C(=O)Nc1ccc(C)cc1 : 13, 1, 0, -23, 1.2, -6, -1, -4, 3
Record of CCOC(=O)CNC(=S)n1ncnc1N : 0.5, 1, -5, -30, 1.3, 1, 1, -1, -2

Continued.
SMILES	MPTP inh	mIAP act	A3G deaminase	hIAP inh	hIAP act	MIN6 prolif	NR3A LBD binder	mIAP inh	APOBEC3A inh
CC(=O)Cc1nsc(NC(=O)c2ccc(-c3ccccc3Cl)o2)n1	0.0	0.89	-5	10	0.9	-4	-4	11	-3
CN(C)CCNCc1ccccc1OC1CCCC1	-0.8	1.1	-1	-13	1.1	0	2	-9	-1
CC(Cc1ccccc1)C(=O)NCc1ccccn1 (centres undefined)	-0.4	1	-8	-3	1	2	2	0	-1
COc1cc(C2Nc3ccc4ncccc4c3C3=C2C(=O)CCC3)cc(OC)c1O (centres undefined)	-3.9	0.95	3	-15	1.1	-4	2	5	-3
COc1ccccc1-n1cnc2cc(NC(=O)c3ccco3)ccc21	0.5	1.1	1	-13	1.1	1	-2	-13	2
COc1ccc(CCNC2=C(Cl)C(=O)N(CCc3ccc(OC)c(OC)c3)C2=O)cc1OC	-0.3	0.97	-3	0	1	-1	1	3	1
O=S(=O)(c1ccc2ccccc2c1)N1CCN(S(=O)(=O)N2CCCCC2)CC1	0.0	1	-2	14	0.86	3	-3	-1	5
CC1(C)Cc2c(c(=S)nc(-c3ccccc3)n2CCN2CCOCC2)CO1	-2.0	1	-1	27	0.73	-1	4	-1	2
CC[C@@H](C)[C@@H](C(=O)N1CCN(C(=O)OC(C)(C)C)CC1)n1cc(CCCN=C(NC(=O)OC(C)(C)C)NC(=O)OC(C)(C)C)nn1	-1.3	0.99	1	5	0.95	3	2	1	0
Cn1c(=O)c2cc(S(=O)(=O)NCCC(=O)NCCC3=CCCCC3)ccc2n(C)c1=O	0.7	0.98	-1	-2	1	-1	-1	2	1
Cc1ccnc(N2CCC(C(=O)Nc3ccc4c(c3)OCCO4)CC2)n1	-2.9	1.2	-10	-3	1	-2	1	-23	-5
O=C(c1cc(N2C(=O)C3C4CCC(C4)C3C2=O)ccc1Cl)N1CCN(c2ccccc2)CC1 (centres undefined)	-0.5	0.97	1	-6	1.1	0	-4	3	0
COc1ccc(C(=O)N2c3ccccc3C(=O)OC2c2ccc3c(c2)OCO3)cc1 (centres undefined)	-1.1	1	-8	11	0.89	-2	0	-2	-4
CCC1CN(C(=O)NCc2ccc(C)cc2)c2cc(Cl)ccc2O1 (centres undefined)	1.2	1.1	-4	-13	1.1	-2	-4	-13	1
CCN(C(=O)CN1C(=O)c2ccc([N+](=O)[O-])cc2C1=O)C1CCS(=O)(=O)C1 (centres undefined)	-3.5	1	-3	-2	1	-1	1	0	-1
CC(=O)Nc1ccc(NC(=O)CCC(=O)NCCO)cc1	-2.4	1.1	-6	-4	1	-2	0	-7	-2
O=C(Nc1ccc(N2CCOCC2)cc1N1CCOCC1)c1ccco1	0.3	0.99	-2	12	0.88	-3	-2	1	-1
Cc1ccccc1NC(=O)c1ccc(CSc2ncccn2)cc1	-1.1	1	0	0	0.99	3	0	-2	4
O=C(O)C1CC=C(Cl)CC1C(=O)NCc1ccccc1 (centres undefined)	1.1	0.93	-5	-13	1.1	-3	2	7	-3
CCN(C(=S)Nc1ccc(OC(F)F)cc1)C1CCCCC1	0.3	1.1	-2	-17	1.2	3	-3	-10	-2
O=C(O)c1cc(Cl)ccc1NC(=O)C1CCCO1 (centres undefined)	-0.3	0.91	-8	2	0.98	-1	-1	9	-2
O=C(Nc1nc2ccc(Cl)cc2s1)c1ccc(Br)o1	-3.6	1	-5	-4	1	-1	9	-2	-3
CNc1sc(C(=O)c2ccc(F)cc2)c(N)c1-c1nc2ccccc2s1	12	1.1	0	-35	1.3	-6	0	-7	3
O=C(N1CCN(c2ccccc2)CC1)C1(S(=O)(=O)c2ccc(Cl)cc2)CC1	-0.6	0.95	-6	3	0.97	-2	1	5	-5
Cc1sc2nc(CSCC(=O)Nc3ccc(N4CCOCC4)cc3)[nH]c(=O)c2c1C	1.2	1	-4	-3	1	-2	0	-4	1
O=C(COc1cccc(C(F)(F)F)c1)Nc1ccc2[nH]ncc2c1	1.5	1	9	10	0.9	-3	18*	0	-2
COc1cc2c(cc1OC)CN(C(=O)CSc1nc(C)cc(C)c1C#N)CC2	-2.9	1	-1	-9	1.1	5	-2	-2	0
COc1ccc(C2(CNC(=O)/C=C/c3ccco3)CCCC2)cc1OC	2.6	0.95	-3	17	0.83	3	2	5	0
CCOc1ccccc1Nc1ccnc2cc(Cl)ccc12	3.6	1	4	17	0.83	-3	228*	-4	5
C=CCN1C(=O)c2ccc(C(=O)N(CC)CC(=O)Nc3cc(Cl)ccc3C)cc2C1=O	-0.5	0.96	-6	-10	1.1	-1	1	4	16
COc1ccc(OCC(=O)NNC(=S)NC(=O)c2ccc(Br)o2)cc1	2.4	0.82	0	-30	1.3	-4	-6	18	-7
CCc1ccc(C(=O)Nc2ccc3c(c2)n(C)c(=O)n3C)cc1	0.2	0.99	-7	15	0.85	-3	0	1	-6
COc1ccc(NC(=O)NNC(=O)COc2ccc(Cl)cc2C)cc1OC	-1.1	0.94	-1	-55	1.6	2	-3	6	0
CCN(CC(=O)Nc1c(F)cccc1F)C(=O)CC1CCCC1	-0.4	1	-4	6	0.94	3	0	0	2
CCOc1ccc(N2C(=O)CC(Sc3nc(C)cc(C)c3C#N)C2=O)cc1 (centres undefined)	1.4	1.2	-1	-11	1.1	-2	0	-17	-4
FC(F)(F)c1cccc(Cc2noc(CN3CCSCC3)n2)c1	-1.4	0.97	-13	5	0.95	-2	-1	3	1
O=C(CCN1C(=O)c2ccccc2C1=O)NCCN1CCOCC1	-0.7	1	-1	-15	1.1	-4	0	0	0
Cc1oncc1C(=O)Nc1ccc2ccccc2c1	-1.4	1.1	-8	-4	1	-3	-2	-8	-5
O=C(c1ccccc1)n1c(=O)c(F)cn(COCCBr)c1=O	0.4	0.99	-4	-5	1.1	-2	0	1	-4
O=C(NCCN1CCOCC1)c1cc2c(=O)n3ccccc3nc2n1Cc1ccccc1	0.9	1.1	-5	10	0.9	-4	-1	-13	-2
CN(CC(=O)Nc1ccc(Cl)cc1)C(=O)Cn1[nH]c(=O)c2ccccc2c1=O	-1.2	0.99	-6	-5	1.1	2	0	1	0
CC(C)(C)C1CCc2onc(C(=O)NC3CCCC3)c2C1 (centres undefined)	4.2	1	-5	16	0.84	1	0	0	-2
O=C(Nc1cccc([N+](=O)[O-])c1)C1C2CCCCC21 (centres undefined)	1.3	1.1	-3	-8	1.1	1	0	-7	0
CCOc1ccc(S(=O)(=O)NCCC(=O)NCCCSc2ccccc2)cc1	-0.5	0.94	-3	-11	1.1	1	0	6	0
CC(C)(C)c1ccc(C(=O)Nc2cccnc2)cc1	-0.9	0.97	-5	-1	1	-4	-2	2	-4
CC1CCN(C(=O)C(=O)c2cn(CC(=O)N3CCCC3)c3ccccc23)CC1	1.4	0.98	-3	-15	1.2	-4	0	2	14
